RGS12 GoLoco inh – qHTS Assay for Inhibitors of RGS12 GoLoco Motif Activity (Red Fluorophore). Guanine nucleotide-binding protein G(i) subunit alpha-1 (Homo sapiens), P63096. Gai1:RGS12 GoLoco peptide FP, rhodamine, 10 min. Potency, µM (series often up to 61.6 µM), without a hit: top-dose activity, negative = inhibition, hits mostly inhibitors. hit rate 0.44% among 230,000; active means well fitted inhibition curve with a large enough effect, not every such curve was filed as active; inactive means no such curve, though single readings can be large or run the other way; further: on the % scale 0 is the no-effect control and ±100 the full control effect; nearly all actives have a fitted effect of over 30% in size; many of its hits are not listed in these tables
Target sequence (P63096 whole entry, looked up): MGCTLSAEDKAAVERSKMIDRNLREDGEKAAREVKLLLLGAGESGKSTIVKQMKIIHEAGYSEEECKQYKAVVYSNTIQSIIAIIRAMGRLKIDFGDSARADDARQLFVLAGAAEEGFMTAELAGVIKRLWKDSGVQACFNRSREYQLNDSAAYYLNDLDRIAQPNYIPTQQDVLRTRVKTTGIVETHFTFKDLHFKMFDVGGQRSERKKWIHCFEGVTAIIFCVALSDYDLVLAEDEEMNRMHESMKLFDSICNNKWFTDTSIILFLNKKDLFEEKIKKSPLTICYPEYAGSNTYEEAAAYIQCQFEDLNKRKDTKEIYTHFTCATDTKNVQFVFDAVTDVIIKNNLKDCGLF
SMN2 splice up – qHTS Assay for Enhancers of SMN2 Splice Variant Expression. HEK293 SMN2-luciferase splicing reporter, luminescence, 30-36 h. Potency, µM (doses to about 46.1 µM), for the others: at the highest dose activity change, positive = activation, most hits filed as activators. hit rate 2.8% among 210,000; further: % of control where 0% means no effect; nearly all actives have a fitted effect of over 55% in size
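HEK293 cells carry an SMN2 minigene-luciferase reporter in which exon 7 inclusion puts luciferase in frame. Cells were seeded at 2000 cells/well, attached for 10-12 hours, then exposed to compounds for 30-36 hours at 37C before ONE-Glo luminescence.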
TRb SRC2 PPI – qHTS for Inhibitors of the Interaction of Thyroid Hormone Receptor and Steroid Receptor Coregulator 2; Potency, µM (titrated, usually from 106 µM), inactives show top-dose activity change, negative = inhibition, hits mostly inhibitors; hit rate 0.065% among 280,000; Thyroid hormone receptor beta (Homo sapiens), P10828; TRbeta-SRC2 peptide binding, fluorescence polarization; receptor liganded with 1 µM T3; AID 1469, 2008;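 further: plate controls were bound peptide for no effect and peptide without receptor for full effect; nearly all actives have a fitted effect of over 50% in size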
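Assay buffer: 20 mM Tris-HCl, 100 mM NaCl, 10% glycerol, 1 mM EDTA, 0.01% NP-40, 1 mM DTT, 1 uM T3, 5% DMSO; TRb LBD 0.6 uM, Texas Red SRC2 20 nM; FP after 5 hr.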
TR SRC2 fluor cs – Total Fluorescence Counterscreen for Inhibitors of the Interaction of Thyroid Hormone Receptor and Steroid Receptor Coregulator 2. Potency, µM (titrated, usually from 106 µM), inactives show top-dose fluorescence change, negative = quenching. TRb/SRC2 Texas Red total fluorescence interference. hit rate 0.29% among 280,000; active means well fitted curve in either direction with a large enough effect; inconclusive means small, poorly fitted or top-dose-only effect; further: on the % scale 0 is the no-effect control and ±100 the full control effect
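Human TRb ligand-binding domain at 0.6 uM with 20 nM Texas Red SRC2 peptide in Tris buffer containing 1 uM T3 and 5% DMSO, incubated with compound 5 h at ambient temperature. Total fluorescence (555/632 nm) calculated as parallel + 2 × perpendicular.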
RECQ1 helicase – qHTS Assay for Inhibitors of RecQ-Like Dna Helicase 1 (RECQ1); ATP-dependent DNA helicase Q1 (Homo sapiens), P46063; RECQ1 DNA unwinding, red fluorescence kinetic read; Potency, µM (titrated, usually from 57.3 µM), for inactives: at the top dose activity, negative = inhibition, usual class: inhibitors; hit rate 0.54% among 240,000; AID 2549, 2010;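 further: plate controls were vehicle for no effect and no enzyme for full effect; nearly all actives have a fitted effect of over 30% in size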
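RECQ1T1 50 nM; forked duplex (20 bp + 30-nt ss tails) 200 nM, ATP 2 mM final; pH 8.0, 2 mM MgCl2, 2.5 ug/ml poly(dI-dC); 15 min compound preincubation; discontinuous kinetic read over 2 h at RT.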
Lamin A splicing – qHTS Assay for Modulators of Lamin A Splicing. HeLa LMNA splicing GFP/RFP minigene ratio, 48 h. Potency, µM (series often up to 46.1 µM), inactives show at the top dose ratio change, negative = inhibition, hits mostly inhibitors. hit rate 0.01% among 200,000. AID 1487, 2009; active means well fitted inhibition curve with a large enough effect in the signal ratio, with a control signal flat, not every such curve was filed as active; inconclusive means small, poorly fitted or top-dose-only effect, or effect the other way, or a change in a side signal; the % refers to the signal ratio; further: on the % scale 0 is the no-effect control and ±100 the full control effect
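S3 HeLa cells stably expressing lamin A-EGFP splicing minigene plus DsRed2, 600 cells/well, 48 h compound exposure at 37C. Laser-scanning cytometry; analysed as GFP (500-530 nm)/RFP (575-640 nm) total intensity ratio; 0.5% DMSO vehicle.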
ALDH1A1 block – qHTS Assay for Inhibitors of Aldehyde Dehydrogenase 1 (ALDH1A1). Purified ALDH1A1, NADH fluorescence, propionaldehyde substrate. hit rate 7.3% among 220,000. Potency, µM (top dose mostly 75.3 µM), inactives show at the top dose activity, negative = inhibition, usual class: inhibitors. Aldehyde dehydrogenase 1A1 (Homo sapiens), P00352; active means well fitted inhibition curve with a large enough effect, not every such curve was filed as active; inconclusive means small, poorly fitted or top-dose-only effect, or another doubt; inactive means no such curve, though single readings can be large or run the other way;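 further: plate controls were no enzyme wells and a reference inhibitor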
KDM4E inh – qHTS Assay for Inhibitors of Human Jumonji Domain Containing 2E (JMJD2E); Lysine-specific demethylase 4E (Homo sapiens), B2RXH2; JMJD2E catalytic domain, FDH-coupled NADH fluorescence (FDH is formaldehyde dehydrogenase); Potency, µM (highest dose often 57.1 µM), for the others: top-dose activity change, negative = inhibition, most hits filed as inhibitors; hit rate 1.6% among 230,000; AID 2147, 2009; active means well fitted inhibition curve with a large enough effect, not every such curve was filed as active; inconclusive means small, poorly fitted or top-dose-only effect, or another doubt; inactive means no such curve, though single readings can be large or run the other way;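 further: 0% = wells with enzyme and -100% = buffer wells without enzyme; nearly all actives have a fitted effect of over 50% in size; many of its hits are not listed in these tables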
Target sequence (B2RXH2 1-337 limits assumed): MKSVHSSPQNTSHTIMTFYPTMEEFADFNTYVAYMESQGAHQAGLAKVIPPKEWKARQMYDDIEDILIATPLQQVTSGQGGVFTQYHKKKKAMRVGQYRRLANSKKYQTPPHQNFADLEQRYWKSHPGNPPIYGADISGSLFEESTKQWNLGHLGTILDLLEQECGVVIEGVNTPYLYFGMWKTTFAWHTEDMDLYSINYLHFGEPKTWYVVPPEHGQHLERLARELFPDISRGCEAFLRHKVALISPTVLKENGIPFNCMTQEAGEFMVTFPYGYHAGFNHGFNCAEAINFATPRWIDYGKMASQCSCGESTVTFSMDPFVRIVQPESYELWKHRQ
* marks the source's active call; other numbers are inactive results; i = inactive; ? = inconclusive; / = not tested or not shown; & = joins results of further samples; [ ] = remark or other dose. Unless noted, the call rests on the fitted dose curve; in most records, active means well fitted curve in the direction sought with a large enough effect; inconclusive means small, poorly fitted or top-dose-only effect, or another doubt; inactive means no such curve, though single readings can be large; an effect the other way counts as inactive or inconclusive. Potency means the concentration at half of the fitted maximal effect.

SMILES | RGS12 GoLoco inh | SMN2 splice up | TRb SRC2 PPI | TR SRC2 fluor cs | RECQ1 helicase | Lamin A splicing | ALDH1A1 block | KDM4E inh
CC(C)C(=O)NCCc1nc2ccccc2n1CCc1ccccc1 | 6% | -2% | -1% | 0% | i | ? | 9% | 2%
COc1cccc(NC(=O)c2ocnc2C)c1 | / | / | 5% | -3% | i | 4% | ? | 2%
O=C(CCc1nc2ccccc2[nH]1)Nc1ccc(F)cc1 | 8% | 4% | -5% | 1% | 0% | 16% | 17% | 15%
CCCC(=O)Nc1cc(OC)c(C(=O)OC)cc1Cl | -3% | 3% | -5% | 0% | 26% | / | -6% | 0%
CC1CC2=C(NC(=S)NC2c2cccc(F)c2)/C(=C/c2cccc(F)c2)C1 (configuration not stated) | 7% | -18% | -1% | -3% | i | ? | 1.3µM* | ?
Cc1cc2n(n1)SC(Nc1ccc(F)cc1)N2 (configuration not stated) | -2% | 9% | -22% | -2% | -2% | -3% | 28µM* | -7%
O=C(CCNc1ccc(Cl)c(C(F)(F)F)c1)c1ccco1 | 3% | -8% | -5% | -5% | -7% | -7% | 8.9µM* | -3%
O=C(N=Nc1c(O)n(Cc2ccccc2)c2ccccc12)c1ccc(O)cc1 | 10% | ? | -4% | -2% | -4% | ? | 13µM* | -1%
Clc1ccccc1-c1nc2ccccc2[nH]1 | 26% | / | -1% | 0% | -16% | / | ? | ?
CC(C)(C)C1(C)OC(C(N)=O)C(C(N)=O)O1 (configuration not stated) | 1% | -3% | 5% | -1% | -3% | 3% | 0% | 5%
CCN(CC)C(=O)C[n+]1cccc(C(N)=O)c1 | 6% | -13% | -4% | 0% | -4% | -5% | 1% | 15%
COc1ccccc1NC(=S)N(C(C)C)C(C)c1ccccn1 (configuration not stated) | -8% | -10% | -2% | -4% | -3% | 7%[46 µM] | 8% | 3%
CC(C)CC(=O)Nc1ccc(-c2nc3ccccc3c(=O)[nH]2)cc1 | 2% | 3.2µM* | -2% | -4% | -14% | 10% | -15% | ?
O=C(CSc1ccc(/C=N/NC(=O)c2cccc(F)c2)o1)Nc1ccccc1 | 4% | -2% | -7% | -2% | -2% | -10% | -2% | -14%
O=C(Cc1cccs1)N1CCC(c2nc3c(nnn3Cc3ccccc3Cl)c(=O)[nH]2)CC1 | 5% | -10% | -9% | -2% | -2% | -1% | ? | -5%
CN(C)c1nc(N)nc(-c2cccnc2)n1 | 6% | ? | -4% | 1% | -4% | 1% | 1% | 7%
COc1ccc(CNC(=S)Nc2cccc(C)c2)cc1 | -1% | 16% | 3% | -2% | 1% | 2% | ? | 1%
O=C(O)c1cc(Br)ccn1 | -18% | -52%[inhibitor] | -3% | -1% | -7% | 10%[9.22 µM] | ? | 18µM*
CCN(CC)c1ccc(NC(=O)c2cnc3ccccn3c2=O)c(C)c1 | -13% | / | -5% | 2% | 3% | -3% | -6% | -3%
Cc1cc(C)n(CCN(C)c2nc3nonc3nc2NC2CC2)n1 | 1% | / | -8% | -5% | -6% | -13%[46 µM] | 2% | -13%
OC(COc1ccc(Cl)c2ccccc12)CN1CCN(c2ccccn2)CC1 (configuration not stated) | 6% | -6% | 4% | -7% | -2% | ? | ? | ?
Cc1ccc(NC(=O)Nc2ccccc2C(N)=O)cc1 | 3% | / | 0% | 1% | 4% | / | 3% | ?
O=C(c1cccs1)N1CCC2(O)CCCCC2C1c1ccc(F)cc1 (configuration not stated) | 2% | -6% | 4% | -6% | -5% | -10% | -5% | 2%
COc1cccc(NC(=O)CN2C(=O)C(c3ccc(C)cc3)=NC23CCCCCC3)c1 | 9% | 7% | -1% | 2% | -3% | -9% | 23% | 1%
C/C(=N\NC(=O)C1=NNC(=O)C1C)c1cccs1 (configuration not stated) | -3% | ? | -2% | -1% | i | -2%[46 µM] | -2% | 1%
O=C1/C(=C/c2ccc([N+](=O)[O-])cc2)CCc2ccccc21 | 8% | / | -1% | -2% | -2% | / | / | 3%
NC(=O)c1ccccc1NC(=S)NC(=O)c1ccc(Br)o1 | 11% | ? | -1% | -1% | -2% | -4% | ? | ?
Clc1ccc(CSc2nc3ccncc3[nH]2)cc1 | 1% | 11µM* | -3% | -1% | -3% | -21% | 11% | -2%
Cc1ccc(C(=O)N/N=C\c2ccc(-c3ccc(Cl)cc3)o2)cn1 | 7% | / | 8% | 0% | i | / | -4% | ?
COc1cc(OC)nc(NC(=S)NC(=O)c2ccccc2)n1 | 4% | -6% | 0% | 1% | -2% | -10% | 1% | 7%
N#Cc1nc(-c2ccc(OCc3ccccc3)cc2)oc1NCCCn1ccnc1 | 12% | -16% | 2% | -3% | -15% | ? | ? | ?
CCOC(=O)c1c(NC(=O)c2ccoc2C)sc(C)c1C | 5% | -7% | -15% | -1% | 5% | 8% | ? | ?
COC(=O)C1CCN(C(=O)CSc2nnc(-c3ccncc3)o2)CC1 | -42% | -8% | -6% | -6% | i | 0% | -9% | -25%
Cc1c(NC(=O)OCCSc2nc(N(C)C)nc(N(C)C)n2)sc(=S)n1C | 1% | -12% | -17% | 2% | -2% | ? | 7% | 2%
COCCN(CCOC)S(=O)(=O)c1ccc(C(=O)Nc2nc(-c3ccncc3)cs2)cc1 | 4% | -28% | 0% | 5% | -5% | -11% | 2% | ?
Cc1ccc(C)c(CN2C(=O)C3(OCCCO3)c3ccccc32)c1 | 4% | -12% | 1% | 1% | i | ? | ? | -4%
COc1cccc(-c2nc(N3CCN(c4ccccc4)CC3)c3ccccc3n2)c1O | 3% | -18% | 0% | -7% | 1% | -15% | -20% | 0%
O=C(OCc1nnn(Cc2ccccc2)c1-c1c(COC(=O)c2ccccc2)nnn1Cc1ccccc1)c1ccccc1 | 2% | / | -4% | -3% | i | / | / | 5%
Cc1cc(=O)n2c3ccccc3n(CC(O)CN3CCC(C)CC3)c2c1C#N (configuration not stated) | 5% | 0% | -23% | -4% | -4% | -17% | ? | ?
Cc1cccc(-n2cc(CNCCN3CCOC3=O)c(-c3cccc(F)c3)n2)c1 | -6% | / | -5% | -3% | -1% | / | 0% | -15%

Entries of single compounds from above. Values in the order: RGS12 GoLoco inh, SMN2 splice up, TRb SRC2 PPI, TR SRC2 fluor cs, RECQ1 helicase, Lamin A splicing, ALDH1A1 block, KDM4E inh
O=C(c1cccs1)N1CCC2(O)CCCCC2C1c1ccc(F)cc1 (configuration not stated) as listed: 2%, -6%, 4%, -6%, -5%, -10%, -5%, 2%
NC(=O)c1ccccc1NC(=S)NC(=O)c1ccc(Br)o1 as listed: 11%, ?, -1%, -1%, -2%, -4%, ?, ?
CCCC(=O)Nc1cc(OC)c(C(=O)OC)cc1Cl as listed: -3%, 3%, -5%, 0%, 26%, /, -6%, 0%
COc1cc(OC)nc(NC(=S)NC(=O)c2ccccc2)n1 as listed: 4%, -6%, 0%, 1%, -2%, -10%, 1%, 7%
O=C(CCc1nc2ccccc2[nH]1)Nc1ccc(F)cc1 as listed: 8%, 4%, -5%, 1%, 0%, 16%, 17%, 15%

Next section
SMILES | RGS12 GoLoco inh | SMN2 splice up | TRb SRC2 PPI | TR SRC2 fluor cs | RECQ1 helicase | Lamin A splicing | ALDH1A1 block | KDM4E inh
CCS(=O)(=O)n1nc(-c2ccccc2)cc1N | 7% | -1% | 5% | 0% | i | -5% | 1% | -1%
NCCCC[C@H]1CNC(=S)N1CCCCC1CCCCC1 | 1% | / | -9% | -2% | -9% | / | 11% | -7%
COCCOc1cc2ncnc(N3CCC(C(=O)O)CC3)c2cc1OCCOC | 4% | / | -3% | 0% | i | / | / | 1%
CC(Oc1ccc(Cl)cc1)C(=O)N/N=C/c1ccsc1 (configuration not stated) | 1% | -10% | 2% | 1% | 10% | 5% | ? | 9%
CCCCOc1ccc(C2NC(=O)NC(C)=C2C(C)=O)cc1OCC (configuration not stated) | 12% | 1% | -3% | -2% | i | ? | 6% | -3%
O=C(O)c1ccc(-c2ccc(/C=C3\NC(=O)N(Cc4ccc(Cl)cc4)C3=O)o2)cc1Cl | 4% | 9% | 11% | -29% | ? | ? | ? | ?
CC12CC3(C)CC(C)(C1)CC(NC(=O)N1CCCC1)(C2)C3 | 4% | -10% | -4% | -2% | i | 7% | -3% | 10%
O=[N+]([O-])c1ccc(C2CC(c3ccccc3)=Nc3ccccc3S2)cc1 (configuration not stated) | -1% | / | -2% | -3% | -14% | / | / | ?
O=C(O)c1ccc(O)c(N2C(=O)Nc3ccccc3N2O)c1 | -9% | 30% | 9% | -5% | -18% | ? | 3% | ?
N[C@@H](C(=O)N[C@@H]1C(=O)N2C(C(=O)O)=C(Cl)CS[C@H]12)c1ccccc1 | 1%&9% | -3% | 2%&-5% | -1%&0% | -4% | -6%&0% | ? | ?
O=C(/C=C/c1ccco1)NCC1OCCc2ccccc21 (configuration not stated) | 8% | / | -2% | -1% | ? | / | / | ?
CC(C)CCOc1ccc(C2=NNC(=O)CC2)cc1 | 7% | 24% | -6% | 0% | -3% | -15% | 5% | -1%
CC(=O)NC1C(OCc2cccc(Br)c2)OC(COC(C)=O)C(OC(C)=O)C1OC(C)=O (configuration not stated) | 4% | -10% | -4% | -1% | i | 14%[46 µM] | -3% | -1%
Cc1ccc(NC(=S)N2CCCC(c3nc4ccccc4[nH]3)C2)cc1 (configuration not stated) | 17% | -1% | 3% | 2% | i | / | -12% | 126%[activator]

These rows are one share of the data; rates above refer to the full screens.
